# Compound activity deposited in PubChem by National Center for Advancing Translational Sciences (NCATS).
# S3 lipid droplet = qHTS Assay for Lipid Storage Modulators in Drosophila S3 Cells | AID 2685 | 320,000 compounds, 0.64% hits | Drosophila S3 cells, BODIPY lipid droplet fluorescence, 18-24 h; cells fed with added oleic acid | Potency in µM for hits, for the others lipid storage change, negative = inhibition, % at the top dose, mostly 46.1 µM; active = well fitted inhibition curve with a large enough effect in the signal ratio, with a control signal flat, not every such curve was filed as active; inconclusive = small, poorly fitted or top-dose-only effect, or effect the other way, or a change in a side signal; the % refers to the signal ratio
#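 Drosophila S3 cells loaded with oleic acid (400 uM, as added) and compounds at several concentrations; lipid droplets imaged by 488-nm laser-scanning cytometry, 500–530 nm intensity and object ratio to cell channel. Percent activity normalized to 20 uM Triacsin C.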
# S3 lipid droplet cell count max = further read-out of S3 lipid droplet, marked with its call; cell number change, %; measured here: cell count max response;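 cells counted by Cell Tracker Red CMTPX staining in the red channel; peak over a dose series mostly up to 46.1 µM; percent activity relative to internal control wells on each plate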
# Numbers without * were called inactive; i = inactive; ? = inconclusive; / = no result given; & = joins results of further samples; [ ] = another dose, or the depositor's remark. % is scaled to controls: 0 for no effect and ±100 for the full control effect; potency is read from the fitted curve at half-maximal effect. Some of the compounds tested; the hit share may differ from the screen's.
# Under each structure – S3 lipid droplet	S3 lipid droplet cell count max
O=C(CCCN1C(=O)NC2(CCCC2)C1=O)N1CCN(S(=O)(=O)c2ccccc2)CC1
 : ?	/
CCCCn1c(N)c(N(CCOC)C(=O)c2cc3ccccc3cc2OC)c(=O)[nH]c1=O
 : -6%[0.0737 µM]	17
C[n+]1ccccc1/C=C/c1ccc([N+](=O)[O-])cc1
 : 3%	-15
C/C(CCc1ccco1)=N\NC(=O)CNc1c(Br)cc(Br)cc1Br
 : 23%	28
Cc1[nH]c2ccccc2c1SCC(=O)N1CCC(C)CC1
 : -7%	-6
C=CCN1C(=O)/C(=c2\sc3nc(=O)c(Cc4ccc(OC)c(OC)c4)nn3c2=O)c2ccccc21
 : 7%	13
COc1cc2c(cc1OC)C(COc1cccc(C(F)(F)F)c1)NCC2 (stereo unspecified)
 : ?	/
CC(C)(C)c1cc[n+](C2=C([O-])c3ccccc3C(=O)/C2=N\S(=O)(=O)c2ccccc2)cc1
 : ?	/
Cc1ccccc1OCc1nc2ccccc2c(=O)n1/N=C/c1ccco1
 : 0%	-7
CCCCc1c(O)nc(SCC(=O)c2ccccc2)[nH]c1=O
 : ?	/
O=C(NC1CCCCC1)C(Cc1ccccc1)N1C(=O)C2C3CCC(C3)C2C1=O (stereo unspecified)
 : 1%	17
O=C(CCN1C(=O)COc2ccccc21)N1CCN(c2ccccn2)CC1
 : ?	/
CCOC(=O)c1cnn(-c2nc(-c3ccccc3F)cs2)c1C(F)(F)F
 : 0%	1
Nn1c(SCC(=O)NC(=O)Nc2ccc3c(c2)OCCO3)nnc1C1CC1
 : ?	/
COc1cccc(NC(=O)C(=S)NC2CCCCC2)c1
 : 12%	-17
O=C(NCc1ccoc1)c1ccc(NC(=O)c2ccccc2Cl)cc1
 : 25%	-9
CCOC(=O)C1CCN(C(=O)c2cc3c(OC)c(OC)c(OC)cc3[nH]2)CC1
 : -5%	-12
COc1cccc(Oc2nc(-c3ccncc3)nc3ccccc23)c1
 : ?	/
CCOC(=O)/C(=C\c1cccnc1)C(=O)c1cc(C(C)=O)c(Nc2ccccc2)s1
 : ?	/
Cc1c(NC(=O)COC(=O)C2CC3C=CC2C3)c(=O)n(-c2ccccc2)n1C (stereo unspecified)
 : ?	/
CC(C)CNC(=O)CN1C(=O)NC2(CCc3ccccc32)C1=O (stereo unspecified)
 : i	21
O=C(N/N=C/c1c[nH]c2ccccc12)c1cccc(O)c1
 : -5%	4
COc1ccc(C(=O)N2CC3(CC(c4cccc([N+](=O)[O-])c4)=NO3)C[C@H]2C(=O)NCC(N)=O)cc1 (stereo partly specified)
 : -3%	3
Cc1[nH]c2ccccc2c1C(=O)NS(=O)(=O)Nc1ccc(Cl)cc1
 : ?	/
CCCSc1nnc(C(C)C)n1N
 : 9%	14
O=C(CCC(=O)Nc1cccc(C(F)(F)F)c1)NCC1CCCO1 (stereo unspecified)
 : 10%	11
CCOC(=O)N1CCN(C/C(Cl)=C/c2ccccc2)CC1
 : -10%	9
COc1ccc(CCNC(=O)c2nnn(-c3cc(C)cc(C)c3)c2N)cc1OC
 : -6%	12
Cc1noc(C)c1COc1cccc(C(=O)Nc2cccnc2)c1
 : ?	/
O=C(COc1ccccc1)Nc1c2c(nn1-c1ccccc1)CS(=O)C2 (stereo unspecified)
 : i	-21
COC(=O)c1[nH]c2cc(OC)ccc2c1NC(=O)CCN1CCCC(C)(C)C1
 : 9%	0
CCC1CCCCN1CCN1C(=O)C2C(C(=O)Nc3cccc(OC)c3)C3C=CC2(O3)C1C(=O)NC1CCCCC1 (stereo unspecified)
 : ?	/
Fc1ccccc1CN1CCC(Cc2ccccc2)CC1
 : 3%	/
COc1ccc(N(CC(=O)N2CCN(c3ccccc3F)CC2)S(=O)(=O)c2c(C)noc2C)cc1
 : ?	/
N#C/C(=C(/O)c1ccco1)c1nc2ccccc2s1
 : -12%&-1%	10&-4
CCN(C(=O)COC(=O)c1ccc(Br)o1)C1CCCCC1
 : ?	/
COc1cc(NC(=O)Nc2cccc(Cl)c2)c(C(=O)O)cc1OC
 : 3%	3
CC(=O)n1nc(-c2ccncc2)nc1SCC(=O)Nc1cccc(Cl)c1
 : ?	/
CCCn1c(CCC(=O)O)nc2cc(S(=O)(=O)N3CCCC3)ccc21
 : ?	/
O=C(CN1CCN(c2ccccn2)CC1)Nc1ccccc1F
 : 18%	11
CC1CCCN(C(c2cccs2)c2nnnn2Cc2ccccc2)C1 (stereo unspecified)
 : ?	/
CC(=O)Nc1cccc(CCc2nc3ccccc3[nH]2)c1
 : ?	/
O=C(N/C(=C/c1ccccc1)C(=O)N1CCCCC1)c1ccccc1
 : ?	/
COc1ccccc1NC(=O)c1ccc2c(c1)N(CC(=O)NC(C)C)C(=O)C(C)(C)O2
 : 57%	-7
CCOC(=O)C1=C(c2ccccc2)NC(=O)NC1c1ccc(O)c(Cl)c1 (stereo unspecified)
 : ?	/
COc1ccc(S(=O)(=O)N(C)CC(=O)Nc2ccc(F)cc2)cc1
 : ?	/
N#CC(=C=[N-])c1nc2ccccc2nc1-[n+]1ccccc1
 : 6%&22%	27&-34
Cc1cc(C)n(C(=O)CCCCCCCCC(=O)n2nc(C)cc2C)n1
 : -2%	-4
Cc1cc(/C=C2\SC(=S)N(C)C2=O)c(C)n1-c1cccc(O)c1
 : ?	/
COc1ccccc1CNC(=O)COC(=O)CCC(=O)c1cccs1
 : i	-28
C[C@H](N)C(=O)OCc1ccc([N+](=O)[O-])cc1
 : -20%	-14
O=C(O)COc1ccccc1C1C2C(=O)N(c3ccccc3)C(=O)C2ON1c1ccccc1 (stereo unspecified)
 : ?	/
Cc1ccc(S(=O)(=O)c2c(CO)c(-c3ccccc3)nn2C)cc1
 : ?	/
COc1ccc(CN2C3CCCC2CC(NC(=O)Nc2cccc(C)c2)C3)cc1 (stereo unspecified)
 : -11%	-25
O=C(COC(=O)/C=C/c1ccccc1)Nc1nnc(-c2ccccc2)o1
 : ?	/
CN(CCNC(=O)C1CCCN(c2ncnc3c2nc2n3CCCCC2)C1)Cc1ccccc1 (stereo unspecified)
 : -2%	/
Cc1nnc(SCC(=O)NC(C)(C)C)n1NCc1ccc(N(C)C)cc1
 : 20%	22
N#C/C(=C/c1ccc(F)cc1)S(=O)(=O)c1ccccc1
 : 3%	9
COc1cc2ccc(=O)oc2cc1O
 : ?	/
O=C(O)c1c2c(nc3ccccc13)/C(=C/c1ccc(OC(F)F)cc1)CCC2
 : ?	/

# The list continues:
# Under each structure – S3 lipid droplet	S3 lipid droplet cell count max
Cc1ccc(-c2c3c(=O)n(C)c(=O)n(C)c3cn2CCCN2CCOCC2)cc1
 : i	-19
Cc1ccc2c(c1)NCCO2
 : ?	/
CCN(Cc1ccncc1)Cc1ccc(OC)cc1OC
 : ?	/
Cc1cc([N+](=O)[O-])cc(/C=N\NC(=O)C2COc3ccccc3O2)c1O (stereo unspecified)
 : ?	/
Fc1ccc(-c2nnc(Cc3nnc(-c4ccc(F)cc4)o3)o2)cc1
 : ?	/
COc1ccccc1NC(=O)Cc1nn(C)c(=O)c2ccccc12
 : ?	/
COc1cc(NC(=O)C/C(C)=N/NC(=O)c2cccs2)c(OC)cc1Cl
 : -2%	15
COc1ccc(NC(=O)c2ccc(-c3ccc(OC)cc3)s2)cc1
 : ?	/
O=C1CN(C(=O)COc2ncnc3ccccc23)c2ccccc2N1
 : i	/
C=CCNC(=O)N[C@@H](Cc1ccccc1)C(=O)OC
 : -6%	/
COc1ccc(NC(=S)NCC2CCCO2)c(OC)c1 (stereo unspecified)
 : 28%	/
COc1ccc(/C=N/N(C)C2=NCCN2)c(OC)c1OC
 : ?	/
C=CCOc1c(Br)cc(CNc2nccs2)cc1OC
 : 5%	/
Cc1ccc(Cl)cc1N1CCN(CC(O)COCc2ccco2)CC1 (stereo unspecified)
 : -3%	-6
Cc1cccc2c(C(=O)N3CCCCC3)cc(-c3ccccc3)nc12
 : i	-28
Cc1nonc1CC(=O)N1CCCC(C(=O)c2cccc(C(F)(F)F)c2)C1 (stereo unspecified)
 : 2%	5
Cc1ccc(CNC(=O)C2CN(S(C)(=O)=O)c3cc(Cl)ccc3O2)cc1 (stereo unspecified)
 : ?	/
O=C(Nc1ccccc1)N1CCc2c([nH]c3ccccc23)C1C(F)(F)F (stereo unspecified)
 : 4%	-1
Cc1cccc(C)c1NC(=O)CC(NCCc1ccccc1)C(=O)O (stereo unspecified)
 : 7%	0
O=C(CN1CCCC1)Nc1ccc2c(c1)CCC2
 : ?	/
CC1CCCC(NC(=O)c2cc(-c3ccncc3)nc3ccccc23)C1C (stereo unspecified)
 : ?	/
O=C(NNC(=O)c1cccc2ccccc12)c1ccco1
 : ?	/
CCOc1cc(-c2noc(CCCC(N)=O)n2)cc(Br)c1OC
 : ?	/
N#Cc1cccc(Nc2c3c(nc4ccccc24)CCC3)c1
 : -17%	0
COc1ccc(OCCC(=O)NCc2ccccc2)cc1
 : ?	/
CSCCC(NC(N)=O)C(=O)NCc1cccc(Cl)c1 (stereo unspecified)
 : ?	/
COc1ccc(-c2nc(CS(=O)CC(=O)NCCc3ccc(OC)c(OC)c3)c(C)o2)cc1 (stereo unspecified)
 : ?	/
O=C(Cn1ncc2c(=O)oc3ccccc3c21)NCCC1=CCCCC1
 : ?	/
COCCNC(=O)c1c(N)n(CCCn2ccnc2)c2nc3ccccc3nc12
 : ?	/
COc1ccc(CNC(=O)C(=O)NCc2ccncc2)cc1
 : 12%	5

# Quoted at random: 6 compounds from above.
# Under each structure – S3 lipid droplet	S3 lipid droplet cell count max
Cc1nonc1CC(=O)N1CCCC(C(=O)c2cccc(C(F)(F)F)c2)C1 (stereo unspecified)
 : 2%	5
Cc1cccc(C)c1NC(=O)CC(NCCc1ccccc1)C(=O)O (stereo unspecified)
 : 7%	0
O=C(CN1CCCC1)Nc1ccc2c(c1)CCC2
 : ?	/
COCCNC(=O)c1c(N)n(CCCn2ccnc2)c2nc3ccccc3nc12
 : ?	/
CSCCC(NC(N)=O)C(=O)NCc1cccc(Cl)c1 (stereo unspecified)
 : ?	/
COc1ccc(CNC(=O)C(=O)NCc2ccncc2)cc1
 : 12%	5

# (cont.)
# Under each structure – S3 lipid droplet	S3 lipid droplet cell count max
O=C(c1sc(N2CCOCC2)nc1-c1ccccc1)N1CCCCC1
 : 4%	3
O=C1c2ccccc2C(=O)N1c1ccc(Br)c2cccnc12
 : ?	/
CCCN(CCC)C(=O)c1ccc2c(c1)OCO2
 : 2%	-16
COc1ccc(CNC(=O)CCCn2ncn3c(cc4occc43)c2=O)cc1
 : ?	/
CCOc1ncccc1C(=O)Nc1cc(C(F)(F)F)ccc1N1CCOCC1
 : -3%	-2
O=[N+]([O-])c1ccccc1S(=O)(=O)Nc1ccc(-c2ccc(N3CCOCC3)nn2)cc1
 : ?	/
O=C(c1cc(Br)c(Br)s1)N1CCN(C/C=C/c2ccccc2)CC1
 : i	/
COc1cccc(NC(=S)NC(=O)/C=C/c2ccco2)c1
 : ?	/
CN1CCN(C(=O)c2ccc3c(c2)S(=O)(=O)c2ccccc2C3=O)CC1
 : ?	/
Clc1ccc(OCc2nc(-c3ccncc3)no2)cc1
 : i	1
COc1cc(CNCc2ccc(C(=O)O)cc2)ccc1OCc1ccc(F)cc1
 : -19%	12
O=C(NCc1ccccn1)C(=O)NCC(c1ccco1)N1CCN(c2ccc(F)cc2)CC1 (stereo unspecified)
 : 5%	9
COc1cccc2c1OCC/C2=N\NC(=O)COc1ccccc1C
 : ?	/
COC(=O)c1cc(C#N)c(NCc2ccccc2)nc1C
 : i	19
c1ccc(CCc2nc(-c3ccc(-n4cccc4)cc3)no2)cc1
 : ?	/

# Whole records as entered above. Screens in order: S3 lipid droplet	S3 lipid droplet cell count max
# O=C(N/C(=C/c1ccccc1)C(=O)N1CCCCC1)c1ccccc1 as listed: ?	/
# CCCSc1nnc(C(C)C)n1N as listed: 9%	14
# O=C(NC1CCCCC1)C(Cc1ccccc1)N1C(=O)C2C3CCC(C3)C2C1=O (stereo unspecified) as listed: 1%	17
# COc1cccc(NC(=O)C(=S)NC2CCCCC2)c1 as listed: 12%	-17
# CC(=O)n1nc(-c2ccncc2)nc1SCC(=O)Nc1cccc(Cl)c1 as listed: ?	/

# Next records follow:
# Under each structure – S3 lipid droplet	S3 lipid droplet cell count max
CC(C)(C)c1ccc(/C=C/C(=O)Nc2ncccn2)cc1
 : ?	/
O=C(NC1CCCCC1)C(c1ccc2ncccc2c1)N(Cc1ccccc1)C(=O)c1cccs1 (stereo unspecified)
 : ?	/
Cc1cc(C)c(S(C)(=O)=O)c(S(=O)(=O)c2ccc(Cl)cc2)n1
 : ?	/
COc1cccc(NC(=O)CN(C)C(=O)CCC(=O)c2cc(C)sc2C)c1
 : ?	/
COc1cc(C2C3=C(CCCC3=O)Nc3[nH]n(-c4ccccc4)c(=O)c32)ccc1O (stereo unspecified)
 : 10%	-9
Cc1cc(C)nc(NS(=O)(=O)c2ccc(NC(=O)COc3ccccc3F)cc2)n1
 : 14%	13
O=C(CSc1nnc(-c2ccccc2)n1-c1ccccc1)c1cccs1
 : ?	/
Cc1nc(C(=O)NC(C)C)nn1-c1cc(Cl)cc(Cl)c1
 : ?	/
COc1ccc(-n2c(C)nn(CCOc3ccccc3)c2=O)cc1
 : ?	/
COC(=O)C(NS(=O)(=O)c1ccc(N2CCCC2=O)cc1)c1ccccc1 (stereo unspecified)
 : ?	/
CC(=O)Nc1cccc(Oc2nc(C(F)(F)F)nc3ccccc23)c1
 : i	4
CC(C)COn1c(=S)[nH]c2ccccc2c1=O
 : -5%	-18
Cc1ccc(C(=O)NCC(=O)Nc2ccc3c(c2)CCC3)cc1C
 : ?	/
